Bioassay records: PubChem BioAssay, several laboratories
ASAP1 inh: ASAP1 ArfGAP inhibition. inhibition, % at 16.5 µM. ASAP1-stimulated ARF1 GTP hydrolysis, GDP FP detection. actives 0.19% (n = 360,000). AID 624377; in the data active = inhibition above about 25%;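 also: 0% = vehicle with enzyme and substrate and 100% = no enzyme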
PLC-beta3 inh: PLC-beta3 (human) inhibition, primary screen; Q01970; Purified PLC-beta3, fluorogenic substrate, fluorescence; inhibition, % at 12.2 µM; actives 0.18% (n = 370,000); AID 720704; in the data active = inhibition above about 11%;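 also: 0% = median of compound wells on plate and 100% = full blocker control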
Tn6 DDE FP: disrupts Tn6 cyclic peptide binding to fibrin D-Dimer-E complex. inhibition, % at 8.3 µM. P02675. actives 0.21% (n = 370,000). Fibrin DD(E) TRITC-Tn6 fluorescence polarization displacement;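 active = inhibition above a per-campaign cutoff: mean of compounds within control limits plus 3 SD, cut at about 15% in these data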;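 also: 0% = median of all compound wells on the plate and 100% = blocking peptide control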
DDE Tn7 FP inh: DD(E)-Tn7 binding inhibition, primary FP screen | P02675 | FP displacement of FITC-Tn7 peptide from fibrin DD(E); 0% = median of compound wells per plate | inhibition, % at 8.3 µM | actives 0.13% (n = 370,000) | AID 720508;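 active = inhibition above the mean of compounds falling within the control limits plus 3 SD of them, cut at about 14% in these data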;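 also: 0% = plate median of compound wells and 100% = 10 µM Aha-Tn7 peptide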
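Test system: human clot-derived fibrin DD(E) complex / Quantity: 2 µM final DD(E) protein / Incubation: 10 min plus 3 h, room temperature / Measured by: fluorescence polarization / Benchmarks: high control of 10 µM Aha-Tn7 peptide / Replicates: singlicate testing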
UHRF1 binding: human UHRF1 methylated DNA binding inhibitors | inhibition, % at 4.4 µM | Q96T88 | UHRF1 binding to methylated oligo, TR-FRET | actives 0.75% (n = 370,000); in the data active = inhibition above about 21%;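 also: UHRF1 SRA domain binding a hemimethylated CpG hairpin DNA probe; 0% = median of test compound wells and 100% = reference inhibitor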
PLC-gamma1 inh: PLC-gamma1 (human) inhibition, primary screen; purified PLC-gamma1, fluorogenic substrate, fluorescence; inhibition, % at 12.2 µM; actives 0.84% (n = 370,000); AID 720700; P19174; in the data active = inhibition above about 9.5%
proKLK7 act: activates the human kallikrein-7 zymogen. P49862. purified proKLK7, EDANS-DABCYL substrate fluorescence; 100% is mature enzyme control, 0% vehicle. activation, % at 7 µM. actives 0.9% (n = 370,000). AID 652039;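 active = activation above the mean of all tested compounds plus 3 SD, computed per campaign excluding outliers beyond control limits, cut at about 13% in these data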
Target sequence (P49862 whole entry, looked up): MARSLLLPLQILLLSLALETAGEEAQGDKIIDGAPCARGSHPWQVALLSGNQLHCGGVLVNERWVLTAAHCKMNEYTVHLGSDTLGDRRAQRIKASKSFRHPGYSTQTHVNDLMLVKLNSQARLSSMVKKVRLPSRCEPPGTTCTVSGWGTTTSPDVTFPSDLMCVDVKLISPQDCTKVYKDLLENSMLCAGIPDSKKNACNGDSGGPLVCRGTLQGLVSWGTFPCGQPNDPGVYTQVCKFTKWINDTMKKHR
ARFGAP1 inh: inhibitors of rat ARFGAP1 | AID 651572 | inhibition, % at 16.5 µM | actives 0.26% (n = 360,000) | Arfgap1-stimulated ARF1 GTP hydrolysis, GDP FP detection | Q62848;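 active = inhibition above a per-plate limit, mean inhibition of low control wells plus 3 SD, cut at about 25% in these data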;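 also: 0% = DMSO wells with enzyme and 100% = wells lacking Arfgap1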
Target sequence (Q62848 1-136 limits assumed): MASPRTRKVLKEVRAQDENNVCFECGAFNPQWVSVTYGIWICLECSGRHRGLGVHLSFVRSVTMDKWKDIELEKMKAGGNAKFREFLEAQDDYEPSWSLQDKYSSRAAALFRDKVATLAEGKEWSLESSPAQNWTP
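Replicates: Single well per compound | Assay system: Truncated rat Arfgap1 GAP domain | Control set: No-Arfgap1 wells (100%) versus DMSO full-reaction wells (0%) | Times: Enzyme reaction 120 min at 25 °C after 20 min preincubation | Reagent: Human ARF1(Δ1-17)-GTP substrate | Measured by: Tracer-displacement fluorescence polarization with EDTA stop, 620/688 nm | Measure: Percent inhibition of Arfgap1-stimulated GTP hydrolysis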
Rev-erbA mod: modulates human Rev-erb alpha binding to DNA; Rev-erbα–FITC-DNA binding, fluorescence polarization, 90 min; activity, % at 10 µM; actives 0.79% (n = 370,000);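 active = activity above about 14%, limit read from the data; passing the limit was not always enough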;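 also: 0% = DMSO wells with 35 nM protein and 100% = DMSO wells with 750 nM protein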
Target sequence (P20393 whole entry, looked up): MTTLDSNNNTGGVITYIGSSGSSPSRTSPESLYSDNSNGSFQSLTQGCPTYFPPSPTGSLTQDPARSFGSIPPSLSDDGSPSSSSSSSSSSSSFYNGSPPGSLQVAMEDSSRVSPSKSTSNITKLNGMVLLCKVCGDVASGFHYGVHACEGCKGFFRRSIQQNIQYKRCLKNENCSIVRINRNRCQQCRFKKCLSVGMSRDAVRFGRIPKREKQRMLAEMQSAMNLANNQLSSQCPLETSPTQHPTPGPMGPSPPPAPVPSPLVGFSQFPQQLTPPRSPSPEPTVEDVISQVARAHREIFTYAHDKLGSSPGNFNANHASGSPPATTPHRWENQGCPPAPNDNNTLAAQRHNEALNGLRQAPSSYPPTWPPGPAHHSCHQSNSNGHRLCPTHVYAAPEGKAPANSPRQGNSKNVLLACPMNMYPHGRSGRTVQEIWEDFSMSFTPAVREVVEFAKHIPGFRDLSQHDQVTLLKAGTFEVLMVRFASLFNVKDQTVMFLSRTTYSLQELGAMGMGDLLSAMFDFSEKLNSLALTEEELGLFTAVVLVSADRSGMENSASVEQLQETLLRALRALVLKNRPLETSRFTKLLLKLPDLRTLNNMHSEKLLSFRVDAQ
sPLA2-III inh: Inhibits HGIII-sPLA2 liposome hydrolysis, primary screen; actives 0.56% (n = 370,000); inhibition, % at 12.2 µM; QFRET BODIPY PC-A2 liposome hydrolysis, fluorescence;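 active = inhibition above mean plus 3 SD of compounds lying within the high and low control bounds, cut at about 19% in these data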;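 also: 0% = median of test compound wells and 100% = no enzyme DMSO wells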
Active calls of the source: *; i = inactive; / = no result given. Random draw from the library; 4.5% or so of the library scored in one or more.

A first look, four compounds:
SMILES	ASAP1 inh	PLC-beta3 inh	Tn6 DDE FP	DDE Tn7 FP inh	UHRF1 binding	PLC-gamma1 inh	proKLK7 act	ARFGAP1 inh	Rev-erbA mod	sPLA2-III inh
COc1ccccc1CNC(=O)C1CC(c2ccc([N+](=O)[O-])cc2)=NO1 (configuration not stated)	-9	-2	-1	3	-3	0	0.7	-3	-6	-3
CC(NC(=O)C(c1ccccc1)c1ccccc1)c1ccccc1 (configuration not stated)	-2	9	0	-5	1	16*	0.0	-9	8	1
COc1cc(CSc2nnnn2-c2ccc(C)cc2)cc(OC)c1OC	-3	0	1	11	4	-1	0.0	0	-4	5
COCCN1CCCc2nc(-c3ccc(F)cc3)ccc21	10	-260	8	-4	1	-213	5.0	-9	8	5

This part in full, previewed entries included:
SMILES	ASAP1 inh	PLC-beta3 inh	Tn6 DDE FP	DDE Tn7 FP inh	UHRF1 binding	PLC-gamma1 inh	proKLK7 act	ARFGAP1 inh	Rev-erbA mod	sPLA2-III inh
COc1ccccc1CNC(=O)C1CC(c2ccc([N+](=O)[O-])cc2)=NO1 (configuration not stated)	-9	-2	-1	3	-3	0	0.7	-3	-6	-3
CC(NC(=O)C(c1ccccc1)c1ccccc1)c1ccccc1 (configuration not stated)	-2	9	0	-5	1	16*	0.0	-9	8	1
COc1cc(CSc2nnnn2-c2ccc(C)cc2)cc(OC)c1OC	-3	0	1	11	4	-1	0.0	0	-4	5
COCCN1CCCc2nc(-c3ccc(F)cc3)ccc21	10	-260	8	-4	1	-213	5.0	-9	8	5
COc1ccc(NC(=O)N(C)C[C@H]2Oc3ccc(NC(=O)NC(C)C)cc3C(=O)N([C@H](C)CO)C[C@@H]2C)cc1	15	0	-2	5	2	-1	0.6	7	-2	8
CN(C)S(=O)(=O)c1ccc(Cl)c(NC(=O)CN2CCC(Cc3ccccc3)CC2)c1	-4	-9	2	-3	-1	4	-0.1	-13	5	-22
Cc1ccc(S(=O)(=O)N2CCN(C(=O)COC(=O)c3c(C)cc(C)cc3C)CC2)c(C)c1	1	-5	1	4	3	3	0.1	4	1	-20
CC(C)C(O)C1CCN(Cc2nc(-c3cccs3)no2)CC1 (configuration not stated)	-5	-1	0	1	-1	1	0.9	4	1	-1
O=C(C1=C(O)C(=O)N(CCN2CCOCC2)C1c1ccco1)c1cc2ccccc2o1 (configuration not stated)	-3	-30	8	7	-2	-10	0.3	-1	4	5
COc1ccc(-c2nc3cc(C)ccn3c2NCc2ccc3c(c2)OCO3)cc1	3	i	-2	-6	0	i	-28	4	3	8
COc1cc(C(C(=O)NC(C)(C)C)N(C(=O)CNC(=O)c2cccs2)c2ccccc2)cc(OC)c1OC (configuration not stated)	10	1	5	1	-1	3	0.4	4	0	5
O=C(Cc1ccc(O)cc1)NCCNC(=S)NCc1ccccc1	-9	-6	5	0	0	3	-0.2	2	-5	0
COc1cccc(CNc2nc3cc(-c4ccc(C(=O)N5CCN(C)CC5)cc4)sc3c(=O)n2C)c1	7	-80	-10	3	-1	-59	-4.2	-1	-2	-8
Cc1cnccc1CN(C)C(=O)C1CCC(=O)N(Cc2ccccc2F)C1 (configuration not stated)	-1	-4	2	-1	-2	2	0.0	-3	0	4
CCOc1ncccc1C(=O)NCCc1c[nH]c2ccccc12	8	-6	-1	-4	-1	-1	-0.3	6	10	-76
COc1cc(CNc2ccc3[nH]c(=O)[nH]c3c2)ccc1OCc1ccc(F)cc1	4	-15	-2	4	-4	-4	-0.8	4	-1	17
Cn1cccc1/C=N/n1c(-c2ccc(Cl)cc2)n[nH]c1=S	-5	0	7	3	-1	-3	0.5	2	4	4
CS(=O)(=O)N(CC(=O)N1CCOCC1)c1ccc2c3c(cccc13)CC2	1	-38	-1	-4	-2	-29	0.0	13	5	-4
O=S(=O)(Nc1ccc(-n2cnnn2)cc1)c1ccc(F)c(F)c1F	0	5	2	7	-2	0	-0.1	5	-1	-3
O=C(Nc1nc2c(Br)cccc2s1)c1ccc2c(c1)OCCO2	/	-43	38*	-3	0	-30	/	/	-2	-13
COc1ccc(OC)c(CN2CCN(Cc3ccc(OC)c(OC)c3OC)CC2)c1	-5	-2	-2	5	4	-4	0.1	-11	-4	-2
N=C1/C(=C/c2ccc(Br)o2)C(=O)N=C2SC(CC(=O)N3CCCC3)=NN12	-5	-29	1	1	15	-16	0.4	9	-15	-15
c1ccc(CNc2cccnc2)cc1	-10	-2	7	2	-2	-4	0.0	3	-8	4
Cc1cc(C)n(-c2ccc(C(C)C)cc2)c(=O)c1C#N	2	1	1	-5	-3	1	0.2	-10	-10	1
Cc1nnsc1C(=O)N1CCN(c2cc(C(F)(F)F)ccn2)CC1	-6	-5	1	9	2	-2	-0.2	5	-3	-4
CCOC(=O)C1(Cc2cccc(OC)c2)CCN(C(C)CC(C)(C)O)CC1 (configuration not stated)	10	-5	0	-2	0	1	0.9	7	2	-4
NC(=O)c1ncn([C@@H]2O[C@H](CNC(=O)[C@@H](N)Cc3cccnc3)[C@@H](O)[C@H]2O)n1	11	3	6	-5	-1	4	-0.9	3	-4	1
COCCn1c(SCC(=O)Nc2ccc(C)cc2)nc2c(oc3ccccc32)c1=O	-13	-1	2	-1	0	5	-0.1	-4	-6	11
CCC(C)C(NC(=O)C1CCC(C)CC1)C(=O)Nc1cc(OC)ccc1OC (configuration not stated)	-5	2	-1	3	-4	-2	-0.3	6	2	0
O=c1oc(-c2ccc([N+](=O)[O-])cc2)nc2ccc(O)cc12	-3	-4	0	6	0	5	0.3	10	2	-2
CCOc1ccccc1NC(=O)c1ccc(S(=O)(=O)N(C)C)cc1	5	3	3	1	-1	0	0.0	18	-1	-5
O=C1N[C@H](Cc2ccccc2)COC(=O)[C@H](Cc2ccc(F)cc2)C/C=C\C[C@H]1CC(=O)N(CCO)Cc1ccccc1	1	2	3	-1	-3	3	0.1	-11	2	-20
CN(Cc1cnccn1)Cc1nc(Cc2ccccc2F)no1	-3	-4	-4	1	-1	2	-0.6	-13	-6	-1
O=C(CN1CCN(c2ccccc2)CC1)Nc1ccc(-n2cnnn2)cc1	6	3	10	10	-1	0	-0.5	7	-3	-1
NS(=O)(=O)c1cccc(NC(=O)CN2C(=O)C(=O)N(Cc3ccccc3)C2=O)c1	3	3	2	7	0	-1	0.0	-7	-6	-2
Cc1ccc(C)c(N2CCN(S(=O)(=O)c3cn(C)cn3)CC2)c1	6	-5	3	-4	-2	2	0.1	-3	1	-3
COc1cccc(CNC(=O)C(=O)NCC2CCCN2S(=O)(=O)c2cc(C)ccc2C)c1 (configuration not stated)	7	-2	0	3	-4	-2	-0.5	1	4	-5
CCOC(=O)C1CCCN(C(=O)c2cccc(S(=O)(=O)N(Cc3ccccc3)c3ccccc3OC)c2)C1 (configuration not stated)	29*	2	5	-7	1	9.7*	-0.2	-6	-7	-8
CNC[C@@H]1OCc2ccccc2-c2c(n(C)c3ccccc23)C(=O)N([C@@H](C)CO)C[C@@H]1C	9	-2	2	3	7	0	-0.1	5	-1	-3
CCCCCC(=O)N/N=C(\C)c1ccccn1	1	1	2	-7	4	-3	-0.8	-10	2	-1
O=C(CCc1ccccc1)N[C@H]1[C@@H](OC(=O)c2cnccn2)CCC[C@@]12C(=O)N(Cc1ccccc1)c1ccccc12	/	3	7	-10	0	12*	0.9	/	1	-4
COc1ccc(-c2cc(C(=O)N3CCOCC3)c3cc(C)ccc3n2)cc1	6	i	-1	5	1	i	64*	4	7	4
Cc1ccc2nc(Cl)c(/C=N/Nc3nc(C)cc(C)n3)c(=O)n2c1	-2	-404	1	-3	-5	-433	11	10	4	-4
CCC(=O)c1ccc(OCC(O)CN2CC(C)OC(C)C2)cc1 (configuration not stated)	18	1	2	6	2	2	-0.1	4	2	7
COc1ccc(CN2CCNC(=O)C2CC(=O)NC2CCOCC2)cc1C (configuration not stated)	9	-14	-3	-6	3	-3	-0.4	3	6	0
Cc1cc(S(=O)(=O)NCC(C)C)ccc1OCC(=O)NCC1CCCO1 (configuration not stated)	-10	2	8	2	-3	3	-0.3	-6	-6	-1
Nc1ccc(-c2n[nH]c(=O)c3ccccc23)cc1N	3	-72	-14	7	-3	-52	0.5	3	-1	-5
CC(C)C[C@H]1CNC(=O)C(=O)N1C[C@H](C)NC(=O)Cc1ccccc1	-2	2	1	4	-4	-2	0.3	-7	5	4
CCc1ccc2oc(C(=O)N3CCN(c4ccccc4OC)CC3)cc(=O)c2c1	-1	-7	0	-2	2	3	0.2	8	-1	-1
O=C(CCCn1c(=O)[nH]c2ccsc2c1=O)N1CCN(Cc2ccc3c(c2)OCO3)CC1	17	-1	0	-6	14	0	0.6	7	-2	1
O=C1C=C(c2ccc(C(=O)O)cc2)C[C@@H](c2ccc(Cl)cc2)C1	-4	0	7	1	1	-21	0.0	4	-3	-10
C=CCn1cccc(C(=O)Nc2ccc(C)c(Cl)c2)c1=O	1	-6	-4	3	1	0	-0.4	-6	1	2
Cc1noc(C)c1COC(=O)Cc1ccc(Br)cc1	12	2	-8	-5	3	0	-0.3	7	-2	-1
Cc1ccc(-n2c(SCC(=O)NC3CCS(=O)(=O)C3)nc3ccccc3c2=O)cc1 (configuration not stated)	-4	1	-3	-3	-1	0	-0.2	15	-3	-2
Cc1cc(C)nc(Nc2ccc(Cl)cc2C)n1	6	-3	-4	-2	2	0	0.5	-8	0	6
Cc1ccc(S(=O)(=O)N/N=C\c2cn(CC(N)=O)c3ccccc23)cc1	0	-4	-5	-2	0	2	0.2	30*	1	0
COc1ccccc1CNC(=O)CSc1ccc(-c2ccccn2)nn1	2	-6	-4	-4	-2	1	0.0	3	-1	0
CCn1c(C)c(C)c2cc(C(=O)N3CCN(c4cccc(C)c4C)CC3)ccc21	2	-15	1	-4	6	-7	0.9	-7	-4	-23
CCN(C(=O)C1CCN(S(=O)(=O)c2ccc3c(c2)oc(=O)n3C)CC1)c1cccc(C)c1	-6	0	6	6	-2	3	0.0	9	-6	-3
Cc1nnc2n(C3CCCCC3)c(=O)c3c4c(sc3n12)COC(C)(C)C4	9	3	-3	1	7	5	-0.6	-12	5	8
The results go on.
SMILES	ASAP1 inh	PLC-beta3 inh	Tn6 DDE FP	DDE Tn7 FP inh	UHRF1 binding	PLC-gamma1 inh	proKLK7 act	ARFGAP1 inh	Rev-erbA mod	sPLA2-III inh
COc1ccc(-c2c(Cc3ccccc3)nc(NC(=O)c3ccccc3)n2Cc2ccc(OC)cc2OC)cc1	/	-48	-6	7	-2	-29	-12	/	4	8
O=C(Nc1cc(Cl)ccc1N1CCOCC1)c1ccncc1	1	-8	-10	10	3	-1	-0.1	-2	-5	13
O=C(CCCN1C(=O)c2cccc3cccc(c23)C1=O)Nc1nccs1	-3	-8	-5	4	2	1	-0.1	4	0	10
COc1ccc(Cl)c2sc(N(Cc3cccnc3)C(C)=O)nc12	4	-5	-3	-3	1	0	-0.2	-11	-5	9
